Screening data (PubChem BioAssay)
HIF-2a block: blocks HIF-2a reporter activity | 786-0 RCC cells HIF-2a reporter, luciferase luminescence, overnight | inhibition, % at 18.8 µM | actives 0.72% (n = 360,000) | AID 624352;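 active = inhibition of the luminescence signal of 40% or more relative to plate controls, in a single-dose primary screen at 18.75 µM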
HTR2A ag: mouse HTR2A agonism via beta-arrestin recruitment; activation, % at 7.6 µM; P35363; actives 0.66% (n = 360,000); AID 624169; CHO-K1 mHTR2A beta-arrestin complementation, luminescence; percent of 30 µM serotonin response;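 active = activation above a run cutoff, the mean activation of all tested compounds plus 3 SD, cut at about 14% in these data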;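 also: 0% = plate median of compound wells and 100% = 30 µM serotonin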
Target sequence (P35363 whole entry, looked up): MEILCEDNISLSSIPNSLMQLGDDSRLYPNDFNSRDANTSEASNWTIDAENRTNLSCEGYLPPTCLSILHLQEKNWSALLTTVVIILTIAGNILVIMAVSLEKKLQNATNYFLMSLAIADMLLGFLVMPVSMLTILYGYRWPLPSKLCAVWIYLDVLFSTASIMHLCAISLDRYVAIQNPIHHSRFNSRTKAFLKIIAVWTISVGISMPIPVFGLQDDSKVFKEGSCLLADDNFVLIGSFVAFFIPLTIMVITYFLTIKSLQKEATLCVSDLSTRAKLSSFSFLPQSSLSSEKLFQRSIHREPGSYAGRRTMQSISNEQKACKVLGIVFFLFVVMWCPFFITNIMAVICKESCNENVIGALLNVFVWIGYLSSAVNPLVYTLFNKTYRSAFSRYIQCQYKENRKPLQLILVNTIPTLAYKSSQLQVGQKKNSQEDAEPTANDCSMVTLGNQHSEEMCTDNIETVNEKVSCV
Peg3 prom inh: Peg3 promoter activity inhibition | AID 588405 | inhibition, % at 20 µM | actives 1.7% (n = 360,000) | HeLa PEG-Prom luciferase reporter, luminescence, overnight;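 active = inhibition of at least 50% at 20 µM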
NR2E3 ag-1: human photoreceptor-specific nuclear receptor agonism; Q9Y5X4; CHO-S Gal4-NCOR/VP16-NR2E3 two-hybrid, luciferase; inhibition of corepressor binding, % at 3.98 µM; actives 0.35% (n = 360,000); AID 602229;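 active = inhibition above the mean of all tested compounds plus 3 SD, cut at about 70% in these data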;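 also: 0% = DMSO with NR2E3 transfected cells and 100% = cells lacking NR2E3 construct; higher means lower luciferase signal from less NR2E3 corepressor binding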
Target sequence (Q9Y5X4 whole entry, looked up, the tested form may be a part): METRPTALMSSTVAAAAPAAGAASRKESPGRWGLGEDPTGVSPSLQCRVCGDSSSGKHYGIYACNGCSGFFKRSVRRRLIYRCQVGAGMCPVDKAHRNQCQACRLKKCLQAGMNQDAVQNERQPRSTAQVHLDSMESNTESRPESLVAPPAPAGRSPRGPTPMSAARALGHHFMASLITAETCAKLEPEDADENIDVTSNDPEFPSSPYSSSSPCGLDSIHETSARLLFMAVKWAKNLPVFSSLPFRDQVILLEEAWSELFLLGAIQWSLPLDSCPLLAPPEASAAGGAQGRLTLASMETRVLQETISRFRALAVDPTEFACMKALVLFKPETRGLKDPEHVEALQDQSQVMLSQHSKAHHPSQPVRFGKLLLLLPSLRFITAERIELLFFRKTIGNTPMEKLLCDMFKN
hiPSC survival: hiPSC single-cell survival enhancement | ATPlite luminescence; 100% = ROCK inhibitor wells, 0% = DMSO | survival enhancement, % at 20 µM | actives 0.044% (n = 360,000); in the data active = survival enhancement above about 18%;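 also: cells exposed to compounds for 16 hours before the ATP read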
MITF TRPM1 inh: reduces MITF-dependent TRPM1 promoter luciferase signal; SK-MEL-5 TRPM1 promoter luciferase, 24 h; inhibition, % at 12.5 µM; actives 0.83% (n = 330,000); AID 488899;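 active = mean inhibition across replicates of 60% or more, whatever share of single replicates reaches that level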; also: values of inactives mirror those of a sister screen read the other way
NR2E3 ag-2: agonists of human nuclear receptor NR2E3. GST-NR2E3/biotin-RetCOR TR-FRET, 1536-well. actives 0.12% (n = 320,000). inhibition of corepressor binding, % at 4.78 µM. Q9Y5X4. AID 2300;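 active = percent inhibition above the cutoff of mean plus 3 SD of all tested compounds, set per screening campaign, cut at about 20% in these data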;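 also: 0% = DMSO wells and 100% = biotin wells as full block of FRET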
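Format: 1536-well format; test system: GST-NR2E3 and biotin-RetCOR proteins; read-out basis: percent inhibition of TR-FRET ratio; timing: 5 h incubation at 4 °C; detection: time-resolved FRET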
Shn3 inh set2: Schnurri-3 reporter inhibition in Clone20 osteoblasts. actives 0.52% (n = 360,000). inhibition, % at 12.5 µM. Clone20 osteoblast Shn3 3'UTR firefly luciferase, 24 h;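 active = mean inhibition of at least 75% with every replicate also reaching 75%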;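 also: 0% = median of neutral control wells and 100% = pilot-screen positive control compound; some compounds past the cut are filed as inactive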
Cardio protect: myocardial damage modulation in H9c2 cells | actives 0.63% (n = 360,000) | H9c2 cardiomyocytes, H2O2 injury protection, ATPLite, 2 h | protection from H2O2 cell death, % at 20 µM;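 active = compounds giving at least 50% protection of heart cells from peroxide-induced death in the single-dose screen, raw or plate-pattern-corrected value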;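 also: 0% = DMSO wells with peroxide and 100% = DMSO wells without peroxide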
CaV13 ICDI inh: Primary screen for inhibitors of IQ motif and Ca2+-dependent inactivation inhibitor domain binding in CACNA1D, Förster resonance energy transfer in living cells, …. inhibition, % at 12.3 µM. HEK cells, CFP/YFP FRET ICDI-IQ, plate reader, 10 min; percent FRET-ratio fall versus neutral wells. actives 0.098% (n = 340,000);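 active = mean replicate inhibition of at least 30% and at least 1% of replicates passing that level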;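 also: 0% = median of the neutral control wells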
PDI turbidity: PDI (human) enzyme inhibition | P07237 | PDI insulin aggregation turbidity, A650, 90 min | inhibition, % at 10 µM | actives 0.052% (n = 350,000);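 active = mean inhibition across replicates of 30% or more, whatever share of single replicates reach that level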;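 also: absorbance from insulin aggregation driven by PDI reduction with DTT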
An asterisk follows results filed as active; nt = not tested or not shown.

Order of values – MITF TRPM1 inh	NR2E3 ag-2	HIF-2a block	HTR2A ag	Shn3 inh set2	NR2E3 ag-1	hiPSC survival	Cardio protect	CaV13 ICDI inh	PDI turbidity	Peg3 prom inh
> CC(C)(C)N1CC(OC(N)=O)C1
 : -3.8	0.0	12.5	0.6	4.4	-15.5	-0.5	1.4	-17.6	5.3	-8.5
> Cc1ccc(Oc2nc(C(F)(F)F)nc3ccccc23)cc1
 : -2.7	1.0	15.2	-3.3	-2.9	-46.3	-0.6	-14.0	nt	-0.5	-15.5
> COc1cc(N=Nc2ccc(C)cc2S(N)(=O)=O)c(C)cc1N
 : -1.0	nt	-34.1	-1.8	-0.7	-26.0	-1.1	5.1	-7.9	-2.1	-40.1
> CC(=O)OC[C@@H]1CN(Cc2ccccc2)C[C@H](n2ccc3c(N)ncnc32)O1
 : nt	nt	13.4	8.9	-2.6	9.2	0.7	5.5	-4.7	2.1	-10.3
> Cc1c(CC(=O)O)c(=O)oc2c(C)c3occ(-c4ccc(Br)cc4)c3cc12
 : -6.7	0.7	21.8	7.1	-25.2	-58.0	-0.5	-0.2	-4.2	-6.7	13.4
> O=C(CSc1nnc(NC(=O)c2cccc(F)c2)s1)NC1CCCC1
 : -14.2	0.4	-62.5	1.2	-16.6	-1.6	-0.6	-6.9	-3.5	-0.5	-81.5
> COc1ccc(/C=C\c2onc(C)c2S(=O)(=O)N2CCC(C(=O)NCc3ccco3)CC2)cc1
 : -1.4	-0.1	12.7	-6.8	10.9	-14.0	2.8	3.9	-6.2	-0.3	17.1
> O=C(Nc1ccccc1C(=O)NC(Cc1ccccc1)C(=O)O)c1ccccc1 (stereo not drawn)
 : 0.7	0.9	1.0	3.8	12.7	-14.2	2.7	-2.4	3.3	4.6	7.4
> CCOC(=O)c1c(NC(=O)c2c(Br)cnn2CC)sc(C)c1C
 : -13.1	-1.9	10.6	2.4	9.6	-30.7	3.0	-3.6	-3.8	5.5	7.8
> Cc1nc2ccccc2cc1C(=O)N/N=C/c1ccccc1[N+](=O)[O-]
 : 5.9	2.4	10.9	-0.6	-4.2	-23.7	-1.3	-3.3	-3.0	-3.4	5.2
> CCOC(=O)C1=CC[C@@H](c2ccccc2)N(S(=O)(=O)c2ccc(C)cc2)[C@H]1C#N
 : nt	nt	-43.5	5.2	-4.9	-3.6	1.9	3.5	-6.6	nt	-75.2
> CC(CNC(=O)c1ccc(Br)o1)NC(=O)c1ccc(Br)o1 (stereo not drawn)
 : 2.5	-0.2	14.4	-3.0	15.2	2.4	1.4	3.8	-0.5	-6.1	17.2
> Cc1ccc(C)c(NC(=O)CN(C)C(=O)c2cc3ccccc3o2)c1
 : 11.7	-0.8	-16.1	5.0	-14.2	-7.0	-1.0	1.5	-3.7	-2.3	-8.6
> CCc1ccc(NC(=O)CSc2nnc(COc3ccc4c(c3)CCCC4)o2)cc1
 : -9.1	4.1	0.7	4.8	4.8	3.7	-1.2	-15.6	-2.0	-5.1	2.0
> COc1cc(/C=C/C(=O)NCC(=O)N2CCC(N(C)CCN3CCOCC3)CC2)ccc1OC(C)C
 : 0.5	-1.5	25.7	1.9	-4.7	-20.3	-2.9	3.7	-2.5	-6.0	11.0
> C=CCN1C=C(C(=O)c2ccccc2)C(=O)CC1
 : -7.7	nt	-1.3	-1.5	4.0	-3.8	-2.4	12.5	-2.9	2.3	-8.1
> Cc1ccc(C(=O)CNc2nc3c(c(=O)[nH]c(=O)n3C)n2Cc2ccccc2)cc1
 : -1.7	-1.8	15.5	-2.7	0.3	3.8	5.1	9.8	nt	-4.3	-10.3
> COc1ccc(-c2c(C(=O)O)c(-c3ccccc3)cn2C)cc1
 : -16.9	2.4	-56.0	0.0	-66.6	-80.2	-3.0	6.0	-10.9	-1.6	-44.6
> Cc1ccc(NC(=S)N=Nc2c(O)n(C)c3ccc(S(=O)(=O)N4CCOCC4)cc23)cc1
 : 20.4	nt	11.2	2.2	82.0	23.4	-3.0	38.3	-5.6	-12.5	24.6
> COc1ccc(/C=N/NC(=O)CNC(=O)/C=C/c2ccco2)cc1OC
 : 38.4	1.0	6.2	-5.7	81.3	0.5	-0.3	-3.3	-2.1	-2.3	-5.6
> Cc1cc(C)c(NC(=O)c2ccc3c(c2)CCN3S(C)(=O)=O)c(C)c1
 : -6.2	-2.1	14.4	3.3	7.6	-14.4	1.9	1.8	-20.0	-6.2	24.7
> CC(=O)N(CCCN(C)C)Cc1ccccn1
 : 15.1	-0.3	17.2	0.3	2.5	3.4	-0.4	6.4	-20.3	-3.8	2.4
> CCCCCC(=O)N1C[C@@H](n2cc(-c3ccc(F)cc3)nn2)[C@H](O)C[C@@H]1c1ccccc1
 : nt	nt	9.2	-5.5	61.2	-21.1	-0.7	2.1	-7.0	8.7	7.5
> Cc1ccc(S(=O)(=O)N(C)Cc2ccc(-c3nnco3)cc2)cc1
 : -6.3	-1.9	0.4	3.6	15.9	-8.3	-1.7	-8.7	-4.6	-8.8	-16.1
> COc1ccc(-c2cc3cc(OC)c(OC)cc3cn2)cc1
 : -70.6	nt	-183.8	3.4	-46.9	-82.3	2.9	-4.5	-9.3	5.6	-94.7
> CC[C@@]12C(=O)N(c3cccc(C)c3)C(=O)N1[C@H](c1ccc(Br)cc1)[C@@H]1C(=O)N(C(C)(C)C)C(=O)[C@@H]12
 : 5.9	-5.3	6.8	0.2	-2.5	-26.9	-3.1	6.4	-11.1	-2.2	4.2
> Cn1c(=O)c2c(nc(SCC(=O)NCC3CCCO3)n2Cc2ccc(F)cc2)n(C)c1=O (stereo not drawn)
 : 6.3	0.0	14.3	-2.1	18.7	0.8	-0.7	6.4	5.6	0.2	1.2
> Cc1cc(Br)cc(/C=N/NC(=O)c2ccc3c(c2)OCO3)c1O
 : 7.4	-4.1	-156.0	-8.6	79.8	-44.5	-0.4	21.4	-7.3	5.2	-54.8
> COCCNC(=O)C1(C)CCCN(C(=O)c2cccc(OC(F)(F)F)c2)C1 (stereo not drawn)
 : nt	nt	6.7	-1.0	3.6	-13.3	-1.2	5.7	-6.3	-9.6	-3.3
> CCOC(=O)N1CCN(C(=O)CCC(=O)N2CCOc3ccc(C)cc32)CC1
 : 5.1	2.1	14.0	-1.6	8.7	5.3	-1.6	-2.3	-5.9	6.8	20.5

Record cards, as listed above. Order of screens: MITF TRPM1 inh | NR2E3 ag-2 | HIF-2a block | HTR2A ag | Shn3 inh set2 | NR2E3 ag-1 | hiPSC survival | Cardio protect | CaV13 ICDI inh | PDI turbidity | Peg3 prom inh
Entry for `CC(C)(C)N1CC(OC(N)=O)C1` = -3.8 | 0.0 | 12.5 | 0.6 | 4.4 | -15.5 | -0.5 | 1.4 | -17.6 | 5.3 | -8.5
Entry for `Cc1cc(C)c(NC(=O)c2ccc3c(c2)CCN3S(C)(=O)=O)c(C)c1` = -6.2 | -2.1 | 14.4 | 3.3 | 7.6 | -14.4 | 1.9 | 1.8 | -20.0 | -6.2 | 24.7
Entry for `CCCCCC(=O)N1C[C@@H](n2cc(-c3ccc(F)cc3)nn2)[C@H](O)C[C@@H]1c1ccccc1` = nt | nt | 9.2 | -5.5 | 61.2 | -21.1 | -0.7 | 2.1 | -7.0 | 8.7 | 7.5
Entry for `COCCNC(=O)C1(C)CCCN(C(=O)c2cccc(OC(F)(F)F)c2)C1` (stereo not drawn) = nt | nt | 6.7 | -1.0 | 3.6 | -13.3 | -1.2 | 5.7 | -6.3 | -9.6 | -3.3

The results go on:
Order of values – MITF TRPM1 inh	NR2E3 ag-2	HIF-2a block	HTR2A ag	Shn3 inh set2	NR2E3 ag-1	hiPSC survival	Cardio protect	CaV13 ICDI inh	PDI turbidity	Peg3 prom inh
> CCOC(=O)C1=C(C)NC(=O)NC1c1c(OCC(=O)N2CCCCC2)ccc2ccccc12 (stereo not drawn)
 : 8.1	-0.9	-11.8	1.4	3.9	-29.7	-3.5	28.3	-0.8	-11.8	-6.2
> C=CCc1ccccc1OCC(O)CNC (stereo not drawn)
 : 1.8	2.2	6.2	-7.1	17.9	-10.6	-0.8	-0.6	-4.4	-5.2	-1.4
> CC1(C(=O)NS(=O)(=O)c2ccc(Cl)s2)CCN1C(=O)C1(c2ccc(Cl)cc2)CC1 (stereo not drawn)
 : nt	nt	-2.3	0.2	11.2	7.7	2.5	1.1	-5.9	14.2	-5.2
> CS(=O)(=O)N(CC(=O)NCc1ccco1)c1cccc([N+](=O)[O-])c1
 : -6.9	-3.8	4.7	-2.3	-8.6	-7.3	-0.5	-4.5	-4.8	-4.4	7.5
> CCOc1ccc(N(C(=O)c2snc(C(N)=O)c2N)C(C(=O)NCC2CCCO2)c2ccc(C)o2)cc1 (stereo not drawn)
 : 6.8	nt	13.9	-3.7	6.7	-21.2	-0.6	9.9	-6.7	14.0	17.6
> CCOc1ccc2nc(NC(=O)c3ccco3)sc2c1
 : -2.5	1.3	-85.0	-0.5	-3.1	-125.0	-0.7	-17.2	-2.6	-2.1	-109.4
> COc1ccc(-c2cc(C(=O)NCC3CCCO3)c3cc(C(C)C)ccc3n2)cc1 (stereo not drawn)
 : -11.0	3.3	-39.9	0.5	5.7	-19.1	-0.6	-5.9	-5.7	12.5	-6.3
> N#CCCN1CCC(NC(=O)OCc2ccccc2)CCC1=O (stereo not drawn)
 : -5.0	-0.6	13.4	2.1	-13.5	-22.7	-0.8	0.0	2.1	-3.9	-6.6
> CC(C)NC(=O)[C@@H]1C[C@@]1(C)[C@@H](NC(=O)OCc1ccccc1)c1ccccc1
 : 11.4	2.6	5.7	-0.1	3.9	-10.9	1.4	-0.7	-4.9	0.1	16.0
> O=C(O)CCCNS(=O)(=O)Cc1ccccc1
 : -8.6	4.9	13.7	1.9	16.1	-21.9	2.3	0.0	-7.2	10.5	-3.0
> COc1ccc(N(C(=O)CNC(=O)c2cccs2)C(C(=O)NC2CCCC2)c2cccnc2)cc1 (stereo not drawn)
 : -1.2	3.4	16.2	-0.5	8.3	-16.4	0.0	13.0	-2.6	-2.4	19.7
> O=C(COC(=O)c1cccc(O)c1)NCc1ccc2c(c1)OCO2
 : 8.0	0.1	15.7	-0.4	19.9	11.0	0.2	-9.6	1.7	-1.7	0.9
> CCn1c(CSCc2ccc(F)cc2)nnc1SCC(=O)N1CCN(c2ccccc2)CC1
 : 0.5	3.7	16.3	-4.0	18.3	-5.4	2.7	-16.2	-5.0	-0.7	7.9
> CC(CN1CCOCC1)OC(=O)COc1ccc(F)cc1 (stereo not drawn)
 : 3.1	-0.3	3.9	2.9	-9.5	-23.1	-0.5	6.2	-4.4	-2.8	8.4
> N#C/C(C(=O)NCc1ccccc1)=C1\SC(CCO)C(=O)N1c1ccccc1 (stereo not drawn)
 : -9.5	-1.0	16.1	3.6	-3.9	14.6	-1.1	-2.7	-4.4	-2.1	7.3
> O=C(NC(c1ccccc1)c1cnccn1)C1CCN(CCOc2ccc(Cl)cc2Cl)CC1 (stereo not drawn)
 : nt	nt	-2.0	-1.4	-6.6	37.7	-2.6	-1.4	-4.3	-4.6	-5.6
